# Screens (PubChem)
# STAT1 act: STAT1 signaling activation. AID 932. NIH 3T3 STAT1-luciferase reporter, IFN-gamma, luminescence; 100% = IFN-gamma alone, no compound. hit rate 2.6% among 200,000. activation (% of control), % at 5.5 µM;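 active = activation above the screen-wide mean activation plus 3 SD, cut at about 130% in these data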;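 note: raw ratio to IFN-gamma control signal so 100% means no change and 0% no light; values of inactives mirror those of a sister screen read the other way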
# STAT3 blocker: STAT3 signaling inhibition; hit rate 0.89% among 190,000; AID 862; inhibition, % at 5.5 µM; U3A cells, IL-6 STAT3-luciferase reporter, luminescence; host cell line lacks STAT1;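 active = inhibition above the mean inhibition across all screened compounds plus 3 SD, cut at about 44% in these data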;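 note: 0% = DMSO only wells and 100% = 100 µM nifuroxazide control wells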
# APP 5UTR inh: APP translation inhibition. inhibition, % at 2 µM. AID 1285. SH-SY5Y APP 5'UTR-luciferase reporter, luminescence. hit rate 0.82% among 190,000;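 active = inhibition above a set limit, derived from the sample mean plus 3 SD, cut at about 45% in these data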; note: values of inactives mirror those of a sister screen read the other way
# ROMK primary: modulators of human ROMK potassium channel; Tet-inducible ROMK, thallium flux fluorescence; actives lie on both sides; AID 1918; P48048; B-score at 10 µM; hit rate 2% among 130,000;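 active = signal ratio slope over the read window, or its plate-corrected B-score, at least 3 SD from the plate mean, either direction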;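 note: B-score of the F/F0 ratio slope over 7 to 12 s after thallium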
# Target sequence (P48048 whole entry, looked up): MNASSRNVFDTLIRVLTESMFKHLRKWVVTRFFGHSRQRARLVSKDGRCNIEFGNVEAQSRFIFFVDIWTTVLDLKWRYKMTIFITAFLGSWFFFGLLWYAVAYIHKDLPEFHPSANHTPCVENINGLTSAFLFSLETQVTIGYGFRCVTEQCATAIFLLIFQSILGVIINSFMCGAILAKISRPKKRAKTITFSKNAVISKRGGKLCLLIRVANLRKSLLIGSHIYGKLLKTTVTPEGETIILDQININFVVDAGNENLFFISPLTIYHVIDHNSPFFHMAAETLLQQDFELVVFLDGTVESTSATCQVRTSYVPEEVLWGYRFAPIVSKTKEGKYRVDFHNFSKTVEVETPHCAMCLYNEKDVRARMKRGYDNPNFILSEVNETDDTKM
# STAT1 blocker: inhibitors of IFN-gamma induced STAT1 signaling; NIH 3T3 STAT1-luciferase reporter, luminescence; inhibition, % at 5.5 µM; hit rate 0.35% among 200,000; AID 920;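 active = inhibition above a set limit, the mean inhibition across all tested compounds plus 3 SD, cut at about 34% in these data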;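 note: 0% = IFN-gamma with DMSO and 100% = IFN-gamma with 300 µM nifuroxazide; values of inactives mirror those of a sister screen read the other way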
# STAT3 activator: activators of IL-6 induced STAT3 signaling. U3A cells, IL-6 STAT3-luciferase reporter, luminescence; 100% = signal with IL-6 EC80 alone. activation (% of control), % at 5.6 µM. hit rate 0.91% among 190,000. AID 871;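 active = activation above the screen-wide mean of compound activation plus 3 SD, cut at about 130% in these data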;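 note: 0% = background luminescence of wells with medium and substrate only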
#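 Material: STAT1-lacking human U3A cells, STAT3 luciferase reporter | Benchmarks: IL-6-only wells as 100% reference | Probe or stimulus: IL-6 (33 ng/mL) | Timing: Compound 1 h, then IL-6 6 h at 37 °C | Detection: Luminescence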
# FLuc inhib CS: counter-screen for luciferase assay inhibitors: firefly luciferase inhibition; P08659; ATPLite firefly luciferase biochemical luminescence, 10 min; inhibition, % at 10 µM; hit rate 1.5% among 200,000; AID 1006;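 active = inhibition above about 50% when tested at 10 µM, limit read from the data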
# Target sequence (P08659 whole entry, looked up): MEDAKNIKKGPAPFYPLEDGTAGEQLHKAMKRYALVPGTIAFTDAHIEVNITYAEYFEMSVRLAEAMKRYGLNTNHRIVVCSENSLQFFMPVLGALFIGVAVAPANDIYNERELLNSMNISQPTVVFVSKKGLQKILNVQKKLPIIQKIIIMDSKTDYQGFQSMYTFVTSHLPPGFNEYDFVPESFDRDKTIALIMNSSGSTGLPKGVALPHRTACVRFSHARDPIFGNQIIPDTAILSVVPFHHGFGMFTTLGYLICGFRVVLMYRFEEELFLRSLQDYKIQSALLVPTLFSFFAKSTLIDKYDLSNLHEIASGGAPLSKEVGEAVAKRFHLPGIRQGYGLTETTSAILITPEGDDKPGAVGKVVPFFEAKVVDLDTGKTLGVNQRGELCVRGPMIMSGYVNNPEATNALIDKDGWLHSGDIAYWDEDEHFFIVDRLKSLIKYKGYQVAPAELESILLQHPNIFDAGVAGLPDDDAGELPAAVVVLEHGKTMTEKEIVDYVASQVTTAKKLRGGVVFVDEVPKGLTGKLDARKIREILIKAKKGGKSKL
# APP 5'UTR act: APP 5'UTR luciferase reporter activation; AID 1276; activation, % at 2 µM; SH-SY5Y APP 5'UTR luciferase reporter, luminescence; zero percent = DMSO vehicle wells; hit rate 1% among 190,000;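 active = activation above a set limit, based on mean plus 3 SD of controls, cut at about 140% in these data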; note: values of inactives mirror those of a sister screen read the other way
# NF-kB expr up: compounds increasing NF-kB expression in human neuronal cells; hit rate 1.6% among 190,000; fold change at 12.5 µM; NF-kB reporter expression; active compounds read high; in the data active = fold change above about 3.3
# FLuc act counter: affects firefly luciferase, flagging false hits in luciferase stimulation screens; P08659; 200,000 tested, under 10 active; ATPlite luciferase biochemical, luminescence, 10 min; 0 = ATP-free wells, 1 = DMSO control; activation factor at 10 µM;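 active = luciferase activation factor, scaled between plate controls, of at least 2 with compound at 10 µM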
#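 Assay system: Luciferase/luciferin reagent mix; Medium: PBS as buffer for the ATP substrate; Dosing: test compounds dosed from 2 mM stocks in 100% DMSO; Times: 10 min, room temperature; Signal: luminescence from luciferase reaction; Read-out: luciferase activation; Controls: No-ATP low control, compound-free enzyme-plus-ATP high control.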
# * marks the source's active call; other numbers are inactive results; · = no result given. Rows were taken by chance, and some 7.1% of all compounds hit somewhere here.
# The first two compounds (preview)
# Value order – STAT1 act | STAT3 blocker | APP 5UTR inh | ROMK primary | STAT1 blocker | STAT3 activator | FLuc inhib CS | APP 5'UTR act | NF-kB expr up | FLuc act counter
O=C(/C=C/c1ccc(F)cc1)NCCCN1CCN(CCCNC(=O)/C=C/c2ccc(F)cc2)CC1
  89 | -6 | 5 | -0.28 | 12 | 105 | 6 | -5 | 1 | 0.9
Cc1ccccc1CS(=O)(=O)Cc1ccc(C(=O)N2CCOCC2)o1
  98 | 4 | -9 | · | 2 | 102 | -3 | 9 | 1.2 | 1

# This part in full, repeating the preview:
# Value order – STAT1 act | STAT3 blocker | APP 5UTR inh | ROMK primary | STAT1 blocker | STAT3 activator | FLuc inhib CS | APP 5'UTR act | NF-kB expr up | FLuc act counter
O=C(/C=C/c1ccc(F)cc1)NCCCN1CCN(CCCNC(=O)/C=C/c2ccc(F)cc2)CC1
  89 | -6 | 5 | -0.28 | 12 | 105 | 6 | -5 | 1 | 0.9
Cc1ccccc1CS(=O)(=O)Cc1ccc(C(=O)N2CCOCC2)o1
  98 | 4 | -9 | · | 2 | 102 | -3 | 9 | 1.2 | 1
O=C(CN(Cc1ccccc1)S(=O)(=O)c1cccc(C(F)(F)F)c1)NC1CCCCC1
  93 | -8 | -5 | · | 8 | 102 | -4 | 5 | 0.98 | 1
Cc1cc(N(C)/N=C/c2ccccc2)nc(-c2ccccc2O)n1
  103 | 11 | -24 | 0.0029 | -6 | 93 | -2 | 24 | 1.1 | 1
Cc1cnc(C(=O)Oc2c(C)ccc(C)c2C)cn1
  99 | 0 | -1 | -0.31 | 0 | 102 | -11 | 1 | 1.3 | 1.1
COc1ccc2c(c1)CCc1cn3nc(C)cc3nc1-2
  111 | 10 | 5 | -1.9 | -14 | 96 | 3 | -5 | 0.96 | 1
O=C1CCN(C(=O)CSc2ccc(Cl)cc2)N1
  99 | 7 | 16 | 0.29 | 0 | 101 | -3 | -16 | 1.1 | 1
COc1cc(C(=O)N(Cc2ccc(N(C)C)cc2)C2CCS(=O)(=O)C2)cc(OC)c1OC (stereo unspecified)
  94 | 1 | 1 | · | 7 | 103 | -3 | -1 | 1.1 | 1
Cc1ccc(C(=O)N2CCC(C(N)=O)CC2)cc1C
  105 | 2 | 10 | 0.74 | -5 | 101 | -4 | -10 | 1.1 | 1
O=C(NCc1ccco1)c1nn(-c2ccccc2)c(=O)c2ccccc12
  96 | 4 | 21 | · | 6 | 103 | -8 | -21 | 0.95 | 1.1
O=C(c1ccco1)N1N=C2CCCCCC2C1(O)C(F)(F)F (stereo unspecified)
  100 | 2 | -2 | 0.98 | -2 | 100 | -1 | 2 | 2.6 | 1
COc1cccc(N/C(SC)=C(/C#N)C(N)=O)c1
  108 | -6 | 7 | · | -8 | 109 | -6 | -7 | 1.2 | 1.1
Cc1cccc(OC(C)c2ccnc3nc(/N=C/N(C)C)nn23)c1 (stereo unspecified)
  100 | 0 | 2 | · | 0 | 107 | 0 | -2 | 1.4 | 1
Cc1ccc(C)n1-c1ccc(C(=O)NN)cc1
  103 | -6 | -22 | · | -3 | 105 | 4 | 22 | 1.1 | 1
Cc1cc(C)cc(OCC(=O)NNC(=O)CCN2C(=O)c3ccccc3C2=O)c1
  98 | 9 | -2 | · | 2 | 95 | -3 | 2 | 1.2 | 1
CN(C)c1ccc(NC(=O)Cn2cc3c(n2)CCCC3)cc1
  106 | -15 | -22 | · | -6 | 113 | -3 | 22 | 1.1 | 1
COc1ccc(C(=O)CNC2=NCCC2)cc1
  97 | 8 | 0 | 0.5 | 0 | 97 | -9 | 0 | 1.4 | 1.1
CCCCOc1ccc(N2CC(C(=O)NCCc3ccc(OC)c(OC)c3)CC2=O)cc1 (stereo unspecified)
  95 | 6 | 3 | 0.3 | 3 | 96 | -4 | -3 | 0.95 | 1
Cc1ccc(NC(=O)C2Cc3ccccc3CN2C(=O)c2ccccc2)cc1Cl (stereo unspecified)
  100 | 2 | -5 | -0.99 | 0 | 101 | -5 | 5 | 0.71 | 1.1
O=C(CCSc1ccccc1)NC(=O)COC(=O)c1ccc(OC(F)F)cc1
  95 | 12 | -21 | · | 6 | 93 | -8 | 21 | 1.1 | 1.1
COc1cccc(-c2nnc(SCc3ccccn3)n2C)c1
  104 | 0 | · | 0.79 | -2 | 100 | -1 | · | 1.4 | 1
COc1ccc(Cl)cc1NC(=S)N1CCN(C(=O)C2CCCO2)CC1 (stereo unspecified)
  103 | 8 | -6 | -1.3 | -4 | 103 | -2 | 6 | 0.97 | 1
Cc1cccc(N2C(N)=NC(N)=NC23CCCCC3)c1
  99 | 12 | 6 | · | 1 | 97 | -3 | -6 | 1.2 | 1
Cc1nc(N2CCN(S(=O)(=O)c3cccc4nonc34)CC2)c2c3c(sc2n1)CCCC3
  102 | 11 | -12 | · | -1 | 95 | -2 | 12 | 0.44 | 1
O=C(/C=C/c1ccccc1)N1CCC(N2CCC(C(=O)N3CCOCC3)CC2)CC1
  93 | 9 | -6 | 0.6 | 6 | 96 | -7 | 6 | 1.1 | 1.1
CN(C)c1ccc(C2=NOC(CN3C(=O)c4ccccc4S3(=O)=O)C2)cc1 (stereo unspecified)
  147* | 5 | -93 | · | -52 | 99 | 10 | 93 | 3.4* | 0.9
CSc1cc(-c2ccc(Cl)cc2)c(C(=O)NN)s1
  98 | 1 | -11 | · | 2 | 108 | -12 | 11 | 1.2 | 1.1
CC[C@@H](C)C(NC(=O)OC(C)(C)C)c1cn([C@@H](Cc2cc3ccccc3[nH]2)C(=O)N2CCN(C(=O)OC(C)(C)C)CC2)nn1 (stereo partly specified)
  98 | · | -12 | · | 4 | · | -7 | 12 | 0.6 | 1.1
N#Cc1cnn(-c2ncnc3sc(-c4ccccc4)cc23)c1N
  107 | 6 | -2 | -0.014 | -8 | 100 | -4 | 2 | 1.1 | 1
O=C(c1cccs1)N1CCN(Cc2ccccn2)CC1
  97 | 0 | 13 | -0.57 | 3 | 105 | 2 | -13 | 0.95 | 1

# The list continues:
# Short keys: A = STAT1 act; B = STAT3 blocker; C = APP 5UTR inh; D = ROMK primary; E = STAT1 blocker; F = STAT3 activator; G = FLuc inhib CS; H = APP 5'UTR act; I = NF-kB expr up; J = FLuc act counter
compound: COc1cccc(OCCOCC(O)CN2CCN(Cc3ccc(Cl)cc3)CC2)c1 (stereo unspecified)
  A: 97; B: 6; C: 28; D: -2.4; E: 3; F: 95; G: -9; H: -28; I: 1.1; J: 1.1
compound: N#CCSc1nc2cc(C(=O)N3CCCC3)ccc2c(=O)n1Cc1ccccc1
  A: 92; B: 3; C: -17; D: ·; E: 8; F: 103; G: -8; H: 17; I: 0.44; J: 1.1
compound: CN(C(=S)NCCN1CCOCC1)C(c1ccccc1)c1ccccc1
  A: 97; B: 0; C: -8; D: 0.79; E: 2; F: 107; G: -7; H: 8; I: 0.95; J: 1.1
compound: CCc1nnc(NC(=O)c2ccc(S(=O)(=O)N(C)c3ccccc3)cc2)o1
  A: 91; B: 4; C: -2; D: -1.4; E: 7; F: 104; G: 1; H: 2; I: 1.3; J: 1
compound: Cn1c(SCC(=O)NNC(=O)Cc2ccccc2)nc2ccccc2c1=O
  A: 94; B: 10; C: -18; D: -0.28; E: 6; F: 98; G: -5; H: 18; I: 0.96; J: 1.1
compound: Cc1cc(C)c2cccc(NC(=S)NC(=O)c3ccccc3)c2n1
  A: 90; B: -28; C: -12; D: ·; E: 12; F: 127; G: 1; H: 12; I: 1.3; J: 1
compound: O=c1n(-c2ccc(Br)cc2)cnn1-c1ncccc1[N+](=O)[O-]
  A: 130*; B: 7; C: -56; D: 1; E: -36; F: 99; G: 14; H: 55; I: 2.4; J: 0.9
compound: Cc1ccc(C(=O)c2cc3ccccc3o2)cc1C
  A: 136*; B: -4; C: -127; D: ·; E: -40; F: 107; G: 28; H: 127; I: 3.7*; J: 0.7
compound: Cc1c(NC(=O)COC(=O)C23CC4CC(CC(Br)(C4)C2)C3)c(=O)n(-c2ccccc2)n1C
  A: 103; B: 12; C: -11; D: 0.52; E: -3; F: 93; G: -3; H: 11; I: 1.1; J: 1
compound: CCOc1ccc(/C=N/NC(=O)CSc2n[nH]c(=O)[nH]c2=O)cc1OC
  A: 100; B: 10; C: -6; D: -0.28; E: 2; F: 96; G: -6; H: 6; I: 1.2; J: 1.1

# A second format for 12 compounds above:
Compound	STAT1 act	STAT3 blocker	APP 5UTR inh	ROMK primary	STAT1 blocker	STAT3 activator	FLuc inhib CS	APP 5'UTR act	NF-kB expr up	FLuc act counter
CN(C)c1ccc(C2=NOC(CN3C(=O)c4ccccc4S3(=O)=O)C2)cc1 (stereo unspecified)	147*	5	-93	·	-52	99	10	93	3.4*	0.9
CSc1cc(-c2ccc(Cl)cc2)c(C(=O)NN)s1	98	1	-11	·	2	108	-12	11	1.2	1.1
CC[C@@H](C)C(NC(=O)OC(C)(C)C)c1cn([C@@H](Cc2cc3ccccc3[nH]2)C(=O)N2CCN(C(=O)OC(C)(C)C)CC2)nn1 (stereo partly specified)	98	·	-12	·	4	·	-7	12	0.6	1.1
N#Cc1cnn(-c2ncnc3sc(-c4ccccc4)cc23)c1N	107	6	-2	-0.014	-8	100	-4	2	1.1	1
O=C(c1cccs1)N1CCN(Cc2ccccn2)CC1	97	0	13	-0.57	3	105	2	-13	0.95	1
COc1cccc(OCCOCC(O)CN2CCN(Cc3ccc(Cl)cc3)CC2)c1 (stereo unspecified)	97	6	28	-2.4	3	95	-9	-28	1.1	1.1
N#CCSc1nc2cc(C(=O)N3CCCC3)ccc2c(=O)n1Cc1ccccc1	92	3	-17	·	8	103	-8	17	0.44	1.1
CN(C(=S)NCCN1CCOCC1)C(c1ccccc1)c1ccccc1	97	0	-8	0.79	2	107	-7	8	0.95	1.1
CCc1nnc(NC(=O)c2ccc(S(=O)(=O)N(C)c3ccccc3)cc2)o1	91	4	-2	-1.4	7	104	1	2	1.3	1
Cn1c(SCC(=O)NNC(=O)Cc2ccccc2)nc2ccccc2c1=O	94	10	-18	-0.28	6	98	-5	18	0.96	1.1
Cc1cc(C)c2cccc(NC(=S)NC(=O)c3ccccc3)c2n1	90	-28	-12	·	12	127	1	12	1.3	1
O=c1n(-c2ccc(Br)cc2)cnn1-c1ncccc1[N+](=O)[O-]	130*	7	-56	1	-36	99	14	55	2.4	0.9

# Later entries:
# Short keys: A = STAT1 act; B = STAT3 blocker; C = APP 5UTR inh; D = ROMK primary; E = STAT1 blocker; F = STAT3 activator; G = FLuc inhib CS; H = APP 5'UTR act; I = NF-kB expr up; J = FLuc act counter
compound: C/C(=N\NC(=O)OC(C)(C)C)c1ccc(-n2ccnc2)cc1
  A: 111; B: 3; C: -3; D: 0.6; E: -15; F: 99; G: 1; H: 3; I: 1.1; J: 1
compound: N/C(=N\OC(=O)c1ccccc1Cl)c1ccccc1
  A: 100; B: 1; C: -166; D: ·; E: 0; F: 99; G: 94*; H: 166*; I: 7.7*; J: 0.1
compound: COc1cc(NS(=O)(=O)c2ccc(N/C=C(\C=O)c3nc4cc(Cl)ccc4o3)cc2)nc(OC)n1
  A: 96; B: -70; C: -1; D: 1.3; E: 4; F: 159*; G: -2; H: 1; I: 1; J: 1
compound: C=CCN1C(=O)C(Cc2ccc(F)cc2)S/C1=N/N=C/c1ccco1 (stereo unspecified)
  A: 99; B: -2; C: 2; D: -0.76; E: 1; F: 100; G: -4; H: -1; I: 1.2; J: 1
